# Source: PubChem (several laboratories)
# Myeloid diff 2 – compounds promoting myeloid differentiation | ER-HoxA9 myeloid progenitors, lysozyme-GFP differentiation, flow cytometry | calls only at 10 µM | hit rate 1% among 360,000;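 active = normalized GFP-positive differentiation at or above the plate's own cutoff, the solvent-only control mean plus 3 SD; inconclusive = no clear call, values can overlap the other calls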;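 note: cells exposed to compound for four days before flow analysis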
# GPR55 LPI antagonism – inhibition of LPI-stimulated GPR55 beta-arrestin translocation – imaging, U2OS, beta-arrestin-GFP, LPI agonist, primary screen (AID 2013); one-dose inhibition, % at 10 µM; IC50 in µM for titrated hits; U2OS GPR55 beta-arrestin-GFP translocation imaging, LPI antagonism; higher % means a stronger effect; hit rate 0.13% among 290,000;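 active = spots per cell inhibited over 60%, with over 100 cells counted and total cytoplasm intensity under 500,000; inconclusive = wells with under 100 cells, flagged as likely toxic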;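 note: U2OS cells stably carrying GPR55 and arrestin-GFP stimulated by 5 µM LPI near EC80; imaged beta-arrestin-GFP aggregate spots per cell after agonist stimulation; plate controls were LPI-stimulated DMSO wells for no effect and DMSO wells without LPI for full effect; some results filed as inactive read as strong as hits; confirmed hits need IC50 under 10 µM and bright autofluorescent wells are also inconclusive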
# GPR55 activation – selective activators of receptor GPR55 – imaging, U2OS cells, beta-arrestin-GFP redistribution, primary screen (AID 1961). U2OS GPR55 beta-arrestin-GFP redistribution imaging; higher % means a stronger effect. one-dose activation, % at 10 µM; EC50 in µM for titrated hits. hit rate 0.048% among 290,000;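 active = activation above 40% with more than 50 cells counted in the well; inconclusive = wells holding fewer than 50 cells, flagged as toxic or sparse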;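 note: U2OS osteosarcoma cells stably expressing GPR55 and beta-arrestin-GFP; plate controls were DMSO negative control for no effect and LPI positive control for full effect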
# KOR beta-arrestin-1 – kappa opioid receptor blockers – cell-based, luminescence, uHTS (AID 1778). KOR beta-arrestin recruitment, luminescence, antagonist mode; higher % means a stronger effect. inhibition, % at 10 µM; hits with a dose series show IC50 in µM. hit rate 0.091% among 290,000; note: strong numbers were not always called active
# GPR35 antagonists – GPR35 antagonists blocking zaprinast-driven arrestin recruitment, primary screen, imaging, U2OS, beta-arrestin-GFP, zaprinast agonist (AID 2058). hit rate 0.052% among 290,000. U2OS GPR35 beta-arrestin-GFP translocation imaging, zaprinast antagonism; higher % means a stronger effect. one-dose inhibition, % at 10 µM; IC50 in µM for titrated hits;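 active = inhibition of at least 50% with at least 30 cells and total cytoplasm GFP at most 10,000,000; inconclusive = under 30 cells or total GFP of 10,000,000 plus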
# NOD1 NF-kB reporter – NOD1 signaling inhibitors, primary screen, cell-based, luminescence, uHTS (AID 1578) | NOD1-driven NF-kB luciferase reporter cells, luminescence; higher % means a stronger effect | inhibition, % at 4 µM, or EC50 in µM where a hit was titrated | hit rate 1% among 290,000; in the data active = inhibition mostly above about 36%, no sharp cut-off; inactive = mostly below about 34%;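 note: HEK-293T reporter cells stimulated with the NOD1 agonist gamma-tri-DAP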
# KOR beta-arrestin-2 – KOR agonists, beta-arrestin recruitment, primary screen, cell-based, luminescence, uHTS (AID 1777); one-dose activation, % at 10 µM; EC50 in µM for titrated hits; hit rate 0.02% among 280,000; KOR beta-arrestin recruitment, luminescence; higher % means a stronger effect; in the data active = activation above about 50%, passing the limit was not always enough; note: a part of the inactive calls stands beside numbers as strong as those of hits
# HIV peptide binding – cell-free HIV fusion peptide-binding blockers – biochemical, uHTS, fluorescence dequenching, primary screen (AID 1986); cell-free peptide binding, fluorescence dequenching, 30 min; higher % means a stronger effect; inhibition, % at 20 µM; hits with a dose series show IC50 in µM; hit rate 0.3% among 290,000; in the data active = inhibition mostly above about 52%, no sharp cut-off; inactive = mostly below about 76%; note: some results filed as inactive read as strong as hits
# HEK293 NOD2/NF-kB – NOD2 signaling inhibitors, cell-based, luminescence, uHTS, HEK293 (AID 1566) | HEK293 NOD2/NF-kB luciferase reporter, luminescence; higher % means a stronger effect | inhibition, % at 4 µM, or EC50 in µM where a hit was titrated | hit rate 0.63% among 290,000; note: many of its hits are not listed in these tables
# Myeloid diff 2 GFP+ MAC1+ % – recorded beside Myeloid diff 2, whose call it bears; GFP+ MAC1+ double positive, %; measured here: differentiation confirmed by MAC1 staining
# An asterisk follows results filed as active; i = inactive; ? = inconclusive; / = not tested or not shown; & = joins results of further samples; [ ] = another dose, or the depositor's remark. Cut-off read from the data, not from the text of the source, unless noted: active = inhibition above about 50%; inactive = the rest. Not all compounds are listed; count on the stated rates, not on these rows.
# A first look (seven entries):
cpd	Compound	Myeloid diff 2	Myeloid diff 2 GFP+ MAC1+ %	GPR55 LPI antagonism	GPR55 activation	KOR beta-arrestin-1	GPR35 antagonists	NOD1 NF-kB reporter	KOR beta-arrestin-2	HIV peptide binding	HEK293 NOD2/NF-kB
1	CC(C)CCN1CCN(Cc2ccc(Sc3nncn3C)o2)CC1CCO (centres undefined)	i	0.0	-3%	-0.2%	-3%[20 µM]	6%	-9%	/	-0.9%	26%
2	CC1=CC(C)(C)N(C(=O)CSc2nncn2C)c2ccccc21	i	10	-7%	-0.4%	19%	-18%	-7%	-1.4%	1.3%	14%
3	O=C(O)c1cccc(N2C(=O)c3cccc4c(Cl)ccc(c34)C2=O)c1	i	0.1	5%	-0.1%	-5%	-16%	-23%	-3.0%	-1.9%	33%
4	COc1ccc(NC(=O)CN(C)S(=O)(=O)c2ccc3[nH]c(=O)oc3c2)cc1	i	0.3	0%	1.4%	-19%	1%	0%	-0.1%	0.9%	14%
5	Cc1ccccc1C1c2[nH]c3ccccc3c2C[C@H]2C(=O)N(c3ccccc3C(=O)NCCN3CCOCC3)C(=O)N12 (some centres undefined)	i	2.3	-1%	-0.2%	0%[20 µM]	-6%	-20%	0.1%	6.7%	3%
6	CCn1cc(Cl)c(C(=O)Nc2cccc(C(F)(F)F)c2)n1	i	0.5	6%	-0.4%	-4%	16%	-33%	-3.6%	-0.8%	4%
7	CCOC(=O)c1c(NC(=O)Cn2cnc([N+](=O)[O-])n2)sc2c1CCC(C)C2 (centres undefined)	i	1.4	0%	0.0%	-25%	8%	6%	7.8%	-0.5%	2%

# Main list, from the first entry:
cpd	Compound	Myeloid diff 2	Myeloid diff 2 GFP+ MAC1+ %	GPR55 LPI antagonism	GPR55 activation	KOR beta-arrestin-1	GPR35 antagonists	NOD1 NF-kB reporter	KOR beta-arrestin-2	HIV peptide binding	HEK293 NOD2/NF-kB
1	CC(C)CCN1CCN(Cc2ccc(Sc3nncn3C)o2)CC1CCO (centres undefined)	i	0.0	-3%	-0.2%	-3%[20 µM]	6%	-9%	/	-0.9%	26%
2	CC1=CC(C)(C)N(C(=O)CSc2nncn2C)c2ccccc21	i	10	-7%	-0.4%	19%	-18%	-7%	-1.4%	1.3%	14%
3	O=C(O)c1cccc(N2C(=O)c3cccc4c(Cl)ccc(c34)C2=O)c1	i	0.1	5%	-0.1%	-5%	-16%	-23%	-3.0%	-1.9%	33%
4	COc1ccc(NC(=O)CN(C)S(=O)(=O)c2ccc3[nH]c(=O)oc3c2)cc1	i	0.3	0%	1.4%	-19%	1%	0%	-0.1%	0.9%	14%
5	Cc1ccccc1C1c2[nH]c3ccccc3c2C[C@H]2C(=O)N(c3ccccc3C(=O)NCCN3CCOCC3)C(=O)N12 (some centres undefined)	i	2.3	-1%	-0.2%	0%[20 µM]	-6%	-20%	0.1%	6.7%	3%
6	CCn1cc(Cl)c(C(=O)Nc2cccc(C(F)(F)F)c2)n1	i	0.5	6%	-0.4%	-4%	16%	-33%	-3.6%	-0.8%	4%
7	CCOC(=O)c1c(NC(=O)Cn2cnc([N+](=O)[O-])n2)sc2c1CCC(C)C2 (centres undefined)	i	1.4	0%	0.0%	-25%	8%	6%	7.8%	-0.5%	2%
8	Cc1cccc(C(=O)NCC(c2ccco2)N(C)C)c1 (centres undefined)	i	0.5	1%	-0.4%	-3%	-6%	-23%	11%	0.8%	-30%
9	CCOc1ccc(CCNC(=O)c2nn(C)c3c2CS(=O)(=O)c2ccccc2-3)cc1	i	1.7	2%	-0.1%	-51%	4%	26%	3.6%	1.9%	18%
10	CC1CCN(CC(=O)N2CCCc3c2c(=O)oc2ccc(OCc4ccccc4)cc32)CC1	i	0.8	2%	0.2%	-24%	-15%	-6%	0.3%	0.7%	-2%
11	O=C1C(Cl)=C(Nc2ccccc2)C(=O)c2ccccc21	?	/	0%	0.1%	16%	-4%	/	5.6%	7.6%	/
12	CSc1nc2ccccc2cc1/C=C(\C#N)c1cccc(Cl)c1	?	/	14%	-0.1%	-59%	4%	-11%	1.9%	1.8%	-44%
13	CC(C)c1ccc(NC(=O)COc2ccccc2)cc1	i	0.0	8%	-0.1%	-10%	3%	-50%	-1.0%	-0.9%	-15%
14	CN(CC(=O)Nc1ccc(Cl)cc1)C(=O)CCc1ccccc1	i	0.6	0%	0.1%	-8%	4%	-31%	0.6%	0.4%	-8%
15	COc1ccccc1C(C[N+](=O)[O-])c1c(N)n(C)c(=O)n(C)c1=O (centres undefined)	i	1.9	8%	0.0%	-17%	-12%	-6%	3.8%	-1.6%	-25%
16	CCOC(=O)C1(C)C=C(Nc2ccc(OC)cc2)C(=O)N1c1ccc(OC)cc1 (centres undefined)	i	0.6	0%	-0.3%	-79%	-8%	12%	14%	0.6%	-6%
17	Cc1nc(N)sc1-c1nnc(SCC(=O)Nc2nccs2)n1C	i	0.7	0%	-0.1%	24%	7%	-16%	0.7%	0.8%	1%
18	COc1cccc(OCc2cc(/C=N/NC(=O)c3ccn[nH]3)ccc2OC)c1	i	0.9	-12%	-0.1%	-13%	14%	2%	2.5%	-2.1%	-32%
19	CCOc1ccc2nc(SCC(=O)NC(=O)C(C)C)sc2c1	i	0.5	6%	0.2%	-11%	-2%	-14%	-3.1%	2.6%	2%
20	CC(=O)c1ccc(OCc2cc(C(=O)NCCn3nc(C)cc3C)no2)cc1	i	2.4	2%	0.3%	19%	24%	-46%	-2.3%	1.4%	-36%
21	CCN(Cc1ccccc1)C(=O)COc1cc(=O)n(CC)c2ccccc12	i	0.7	13%	0.0%	9%	4%	-32%	-5.0%	2.0%	13%
22	Cc1cccc(-n2c(-c3ccncc3)n[nH]c2=S)c1C	i	0.6	0%	-0.1%	22%	14%	-27%	3.2%	1.0%	-21%
23	COC(=O)[C@@H](NC(=O)O[C@H]1C(=O)c2ccc(OC)cc2O[C@@H]1c1ccc2c(c1)OCO2)C(C)C	/	/	6%	0.1%	6%	-15%	-19%	-0.8%	-2.9%	-6%
24	Cc1cc(C)nc(SCC(=O)O)n1	i	0.7	0%	-1.0%	-1%	-2%	-11%	-3.4%	0.8%	2%
25	C=CCc1c(OC(C)=O)c2ccccc2n(C)c1=O	i	1.0	-2%	0.0%	8%	-6%	-38%	3.6%	-2.1%	21%
26	NS(=O)(=O)c1ccc(CNC(=O)CCCSc2ccccc2)cc1	i	0.0	10%	-0.1%	-27%	2%	15%	53%	-1.7%	-10%
27	Cc1ccc(C(=O)c2ccc(C(F)(F)F)cc2)cc1	/	/	-4%	0.0%	-12%	2%	-13%	2.2%	-3.0%	-7%
28	COc1ccc(NC(=O)CC2C(=O)N(Cc3cccs3)C(=S)N2C(C)C)cc1 (centres undefined)	i	0.9	8%	-0.8%	35%	2%	-6%	-0.6%	-0.4%	-10%
29	O/N=C(/CCc1ccccc1)C1(O)CCCCC1	i	0.9	0%	-0.1%	30%	0%	3%	-7.3%	2.1%	8%
30	CCCNC(=O)c1cccc(Cn2nc(C)c(Br)c2C)c1	i	0.5	-17%	-0.2%	19%	11%	-7%	4.8%	-2.4%	10%
31	CCCCCC(=O)N1CCN(CCN=CC2=C(O)CC(c3ccc(OC)c(OC)c3)CC2=O)CC1 (centres undefined)	i	0.5&2.2	2%	0.5%	14%	3%	-15%	-2.1%	-2.5%	-1%
32	C=C(C)COc1ccc(-c2nc(N)ncc2Oc2ccccc2OC)c(O)c1	i	0.6	5%	-0.1%	1%	-12%	-4%	2.6%	-2.0%	-9%
33	CC(C)CNC(=O)C1CCN(c2ccc(S(=O)(=O)N3CCOCC3)cc2Cl)CC1	i	0.4	-6%	-0.1%	14%	-3%	0%	0.5%	-0.2%	14%
34	Cc1nnc(SCc2ccon2)n1-c1ccccc1	i	5.6	16%	1.5%	12%	-16%	-11%	6.9%	-1.1%	22%
35	COc1ccc(OC)c(CNC(=O)C2CCCN(S(=O)(=O)N3CC(C)CC(C)C3)C2)c1 (centres undefined)	i	3.8	0%	-0.1%	-28%	6%	-5%	-0.8%	1.0%	-4%
36	O=[N+]([O-])c1ccc(OCCOCCOc2ccc([N+](=O)[O-])cc2)cc1	i	0.7	6%	0.0%	-62%	-5%	-9%	7.9%	1.6%	-10%
37	O=C(CN1CCN(c2ccccn2)CC1)Nc1nc2ccccc2s1	i	0.2	-8%	0.3%	-14%[20 µM]	-6%	-48%	7.5%	1.0%	-2%
38	O=C(CCS(=O)(=O)c1ccccc1)Nc1ccc(-c2nc3ccccc3s2)cc1	?	/	18%	-0.2%	-8%	-4%	0%	-2.2%	3.5%	20%
39	Cc1cc(N2CCN(c3nc(-c4ccccc4)cs3)CC2)c2ccccc2n1	i	0.4	11%	0.1%	-24%	-15%	-3%	-4.8%	-0.6%	26%
40	O=C(COC(=O)c1cc(-c2cccs2)nn1-c1ccccc1)Nc1ccc(F)c([N+](=O)[O-])c1	i	0.1	-9%	0.8%	-17%	-3%	11%	6.7%	0.2%	10%
41	CCOc1ccc(NS(=O)(=O)c2ccc3[nH]cc(C(=O)NCC4CCCO4)c(=O)c3c2)cc1 (centres undefined)	i	1.0	1%	-0.3%	30%	-8%	3%	0.0%	4.3%	19%
42	CC(=O)OC1CC(n2ccc(NC(=O)c3ccccc3)nc2=O)OC1CO (centres undefined)	i	0.1	-5%	-0.1%	1%	2%	3%	0.4%	-0.7%	11%
43	C=CCNC(=O)CC(=O)N/N=C/c1cccs1	i	0.1	8%	0.0%	-3%[20 µM]	5%	-39%	-3.9%	0.2%	0%
44	O=C(N/N=C/c1cccc([N+](=O)[O-])c1)c1cc[n+](CCO)cc1	i	0.7	2%	0.3%	0%	-10%	8%	-4.4%	1.1%	10%
45	COc1ccc(O)c(CNn2c(-c3ccc(Br)cc3)nc3ccccc3c2=O)c1	i	0.4	7%	-0.4%	-47%	-4%	/	3.2%	-1.2%	/
46	CC1=C(C(=O)Nc2ccc(C)cc2C)C(c2ccc(C)o2)NC(=S)N1 (centres undefined)	i	4.7	7%	-0.3%	6%	6%	-10%	0.1%	1.6%	-2%
47	Cc1occc1C(=O)O/N=C(\N)c1ccc(Cl)cc1	i	1.7	-16%	-0.3%	14%	12%	8%	2.9%	-0.1%	-25%
48	N#C/C(=C\c1cccs1)C(=O)NCc1ccccc1	i	0.7	-4%	-0.1%	20%	18%	-42%	-2.2%	1.3%	-3%
